Assay outcomes from PubChem BioAssay.
Lipid droplet: modulators of hepatic lipid droplet formation. AML12 mouse hepatocytes, oleate lipid droplets, BODIPY imaging. inhibition, % at 6.5 µM. hit rate 0.4% among 240,000;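 active means lipid droplet intensity inhibited by at least 50%, with more than 500 cells counted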
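Assay system: AML12 hepatocytes (mouse); Probe or stimulus: oleic acid at 100 µM to induce lipid droplet formation; Dosing: compound at 6.5 µM only; Schedule: compound with oleate, overnight; Detection: fluorescence imaging, 20x objective, two fields per well; Measure: % inhibition of lipid droplet signal.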
Siah-1 displacement: Siah-1 peptide-binding antagonists, primary screen, biochemical, fluorescence polarization, rhodamine-plectin, uHTS (AID 1817). Siah-1 / rhodamine-plectin peptide fluorescence polarization; higher % means a stronger effect. displacement, % at 20 µM; hits with a dose series show IC50 in µM. hit rate 0.02% among 290,000;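 active means displacement of at least 50% at 20 µM, with a fluorescence ratio check between 0.3 and a set limit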;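 further: plate controls were Siah plus tracer with DMSO for no effect and tracer alone without Siah for full effect; strong numbers were not always called active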
K1F lysis inhibition: protection from phage-mediated lysis, alamar blue read-out – E. coli UTI89, K1F phage, bacterial capsule biogenesis inhibitors (AID 488966); E. coli UTI89 K1F phage lysis, alamar blue, 2 h; higher % means a stronger effect; inhibition, % at 100 µM, or IC50 in µM where a hit was titrated; hit rate 0.02% among 340,000;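 active means phage lysis inhibition, versus mean bacterial control, above a set limit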;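 further: capsule biogenesis inhibitors block K1F phage lysis so surviving cells raise fluorescence; higher fluorescence means more inhibition of phage lysis; actives were called in the ten point dose series up to 300 µM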
Lipid droplet cells 6.5 µM: second read-out of Lipid droplet, no call of its own (marks repeat the call); cell count; measured here: cell count, cytotoxicity flag;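 cells counted across two imaged fields per well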
* marks the source's active call; other numbers are inactive results; i = inactive; [ ] = dose if it differs, or a comment. Not all compounds are listed. The share of hits here may be higher or lower than overall.

SMILES | Lipid droplet | Lipid droplet cells 6.5 µM | Siah-1 displacement | K1F lysis inhibition
COc1ccc(S(=O)(=O)N(C)c2ccc(C(=O)Nc3ccccc3C(=O)N3CCOCC3)cc2)cc1OC | 0 | 837 | 13% | 1.3%[50 µM]
Cc1ccc(S(=O)(=O)N(CC(=O)N2CCOCC2)c2ccc(C(C)C)cc2)cc1 | -7 | 697 | -1% | -0.1%
COc1ccc(OC)c(CNC(=O)CCC(=O)N2Cc3cccc(OC)c3Oc3ncccc32)c1 | -10 | 657 | 1% | 0.1%
CCOc1ccc(NC(=O)c2cc(S(=O)(=O)N3CCCCC3)c[nH]2)cc1 | 6 | 752 | 1% | -0.1%
Cc1ccc(CN(C(=O)c2ccc([N+](=O)[O-])cc2)C2CCS(=O)(=O)C2)o1 (stereo not given) | 10 | 793 | 0% | 0.5%
Cc1cccc(N(CC(=O)NC2CCCC2)C(=O)c2csnn2)c1C | -3 | 816 | -1% | -0.1%
COc1cc(C)ccc1OCc1cc(C(=O)N2CCN(C)C[C@@H]2c2ccccc2)no1 | 2 | 693 | -8% | -0.1%
CCn1c(SCC(=O)NCC2CCCO2)nc2c([nH]c3ccccc32)c1=O (stereo not given) | -10 | 799 | -5% | 1.4%[50 µM]
COc1ccccc1NS(=O)(=O)c1ccc2c(c1)OCCO2 | -6 | 742 | -2% | -1.4%
Cc1ccc(N(CC(=O)NCCc2ccc(Cl)cc2)S(=O)(=O)c2c(C)noc2C)cc1 | -4 | 718 | -8% | -0.1%
Cc1ccc(C(O)P(=O)(OCCC(C)C)c2ccc(N(C)C)cc2)cc1 (stereo not given) | -11 | 689 | -2% | -0.5%
CC(=O)c1ccc(NS(=O)(=O)c2cc3c(cc2C)N(C)CCO3)cc1 | 4 | 751 | 11% | 0.3%
Cc1ccc(NS(=O)(=O)c2ccc3c(c2)NC(=O)CO3)cc1 | -10 | 663 | 0% | -0.4%
CCOc1ccc(NC(=O)Nc2nc(SCC)ns2)cc1 | -1 | 751 | 2% | -2.2%
COc1cc(/C=N/N2CCN(c3ccccc3OC)CC2)ccc1OC(C)=O | -13 | 807 | 16% | 0.6%
CCCCCC(=O)Nc1cc(S(=O)(=O)N2CCOCC2)ccc1N1CCCC1 | -2 | 786 | 0% | 0.0%
Cc1cccc(NC(=O)c2cnccn2)c1 | -9 | 808 | 5% | i
COc1ccc(Cl)cc1C(=O)Nc1nc2ccccc2[nH]1 | -19 | 712 | 14% | 0.1%
O=C(Nc1ccccc1Cc1ccccc1)c1ccccc1F | -7 | 818 | 0% | 0.0%
O=C(c1cccc(OC2CCN(Cc3cc(F)cc(F)c3)CC2)c1)N1CCCC1 | -1 | 750 | 4% | 0.2%
CCCOc1ccc(C2CC(=O)Nc3cc(OC)c(OC)cc32)cc1 (stereo not given) | -4 | 793 | -5% | -2.2%
CN1CCC(N(C)S(=O)(=O)c2ccc(NC(=O)COc3ccc(F)cc3Cl)cc2)CC1 | 0 | 690 | -4% | 0.1%
COc1ccccc1CC(=O)NCCc1ccccc1 | -9 | 847 | 3% | 0.2%
CCOC(=O)c1c2c3c(cccc3n(C)c1=O)C(=O)c1ccccc1-2 | 23 | 792 | 23% | 0.2%
CC(=O)CCN1C(=O)NC2(CCCc3ccccc32)C1=O (stereo not given) | -1 | 799 | -2% | -0.1%
COc1ccc(Cc2nnc(NC(=O)c3ccccc3)s2)cc1OC | 5 | 836 | 2% | 2.2%
COc1ccccc1NC(=O)c1ccc(Br)c(S(=O)(=O)N2CCCC2)c1 | -27 | 666 | -2% | -0.1%
CCN(Cc1ccccc1)C(=O)C1CCN(S(=O)(=O)c2ccc3c(c2)OCCO3)CC1 | 0 | 791 | 0% | 0.9%[50 µM]
O=C(O)c1cccc(NS(=O)(=O)c2ccc3c4c(cccc24)C(=O)N3)c1 | 12 | 817 | 5% | 0.3%
Cc1cc(N2CC(C(=O)Nc3nccs3)CC2=O)ccc1C(C)C (stereo not given) | -6 | 801 | 4% | 2.9%[50 µM]
COC(=O)c1ccc(C(=O)N2CCCC(N3CCN(c4ccc(F)cc4)CC3)C2)nc1 (stereo not given) | 11 | 860 | 1% | 0.0%
Cc1ccc(CN2CCC(CNC(=O)C3CCCN(c4ncnc5c4nc4n5CCCCC4)C3)CC2)cc1 (stereo not given) | -30 | 462 | -9% | -0.1%

Exported with each value named: entries from further up
O=C(O)c1cccc(NS(=O)(=O)c2ccc3c4c(cccc24)C(=O)N3)c1
  Lipid droplet: 12
  Lipid droplet cells 6.5 µM: 817
  Siah-1 displacement: 5%
  K1F lysis inhibition: 0.3%

CCCCCC(=O)Nc1cc(S(=O)(=O)N2CCOCC2)ccc1N1CCCC1
  Lipid droplet: -2
  Lipid droplet cells 6.5 µM: 786
  Siah-1 displacement: 0%
  K1F lysis inhibition: 0.0%

Cc1ccc(N(CC(=O)NCCc2ccc(Cl)cc2)S(=O)(=O)c2c(C)noc2C)cc1
  Lipid droplet: -4
  Lipid droplet cells 6.5 µM: 718
  Siah-1 displacement: -8%
  K1F lysis inhibition: -0.1%

(more compounds)
SMILES | Lipid droplet | Lipid droplet cells 6.5 µM | Siah-1 displacement | K1F lysis inhibition
Cc1ccc(NC(=O)CN(C)C(=O)c2cccnc2Nc2cccc(C(F)(F)F)c2)cc1 | -35 | 672 | 4% | 0.0%
C/C(CC(=O)NCc1ccc(Cl)cc1)=N\NC(=O)COc1ccc(C)cc1Br | 0 | 800 | 3% | -0.5%
O=C(Nc1ccc(Oc2ccccc2)nc1)C1CCCCN1Cc1ccco1 (stereo not given) | -75 | 666 | -2% | 0.6%
Nc1nonc1-n1nnc(C(=O)N/N=C/c2ccccc2)c1CN1CCc2ccccc21 | -2 | 810 | 9% | 0.0%
COc1ccc(CSc2nc3nc(C)cc(C)n3n2)cc1F | -17 | 693 | 1% | 0.2%
COc1ccc(-c2cc(C)no2)cc1S(=O)(=O)N1CCOc2ccc(Cl)cc21 | 8 | 745 | 2% | 0.5%
Cc1cccc(C)c1NC(=O)NC1(C(=O)N2CCN3CCCC3C2)CCCCC1 (stereo not given) | -10 | 752 | -1% | 0.2%
O=c1[nH]c(C2CCN(S(=O)(=O)c3ccc(S(=O)(=O)NC4CC4)cc3)CC2)nc2c1nnn2Cc1ccc(F)cc1 | -2 | 848 | -9% | -1.0%
CN(C(=S)Nc1ccc(SC(F)F)cc1)C(c1ccccc1)c1ccccc1 | -2 | 845 | 0% | 0.5%
CC(C)(C)C(=O)OCc1nc(-c2ccc3c(c2)OCCO3)cs1 | 6 | 741 | 2% | 0.0%
N#Cc1cc(Nc2c(N)nc[nH]c2=O)c([N+](=O)[O-])cc1C#N | 10 | 815 | -4% | 0.1%
COc1ccc(OC)c(S(=O)(=O)N2CCC(C(=O)N3CCCCCC3)CC2)c1 | -2 | 831 | -1% | 1.6%
COc1ccccc1OCCOc1ccc(/C=C2\C(=N)N3N=C(C)SC3=NC2=O)cc1 | 21 | 822 | 2% | 0.0%
O=C(Nc1ccc(OC(F)(F)F)cc1)c1ccc2nc[nH]c2c1 | -21 | 823 | -5% | 0.7%
Cc1[nH]c2ccccc2c1/C=N/NC(=O)c1ccccc1 | -13 | 812 | -2% | 0.1%
CN(C)c1ccc(C(C(=O)NCC2CCCO2)N(Cc2ccccc2)C(=O)c2snc(C(N)=O)c2N)cc1 (stereo not given) | 0 | 791 | 0% | 0.1%
CC(=O)c1cccc(Nc2nc(-c3ccccc3)nc3ccccc23)c1 | 4 | 799 | 2% | 1.1%
O=C(CN1CCOCC1)N1c2ccccc2Sc2ccccc21 | -3 | 801 | 3% | 0.2%
O=S(=O)(Nc1cccc(-n2cnnn2)c1)c1ccc(Cl)cc1 | -18 | 635 | 11% | 0.1%
Cc1oc(-c2cccc(Cl)c2)nc1CN1CCC(C(=O)NC2CC2)CC1 | -4 | 666 | 3% | 0.1%
COc1ccccc1/C=C/C(=O)Nc1ccc(S(=O)(=O)Nc2cc(C)nc(C)n2)cc1 | 0 | 810 | 3% | 0.0%
O=c1[nH]c(/C=C/c2ccccc2F)nc2ccccc12 | 2 | 822 | 10% | 1.2%
CC(C)CNC(=S)N1CCC(C(=O)c2ccc(F)cc2)CC1 | 14 | 784 | -3% | -0.3%
COc1ccc(CN2CCC(C(=O)Nc3ccc(Oc4cccnc4)cc3)CC2)c(C)c1C | -8 | 723 | 3% | 0.3%

Quoted at random: five records from the list.
SMILES | Lipid droplet | Lipid droplet cells 6.5 µM | Siah-1 displacement | K1F lysis inhibition
O=c1[nH]c(/C=C/c2ccccc2F)nc2ccccc12 | 2 | 822 | 10% | 1.2%
O=S(=O)(Nc1cccc(-n2cnnn2)c1)c1ccc(Cl)cc1 | -18 | 635 | 11% | 0.1%
CC(C)CNC(=S)N1CCC(C(=O)c2ccc(F)cc2)CC1 | 14 | 784 | -3% | -0.3%
COc1ccc(CN2CCC(C(=O)Nc3ccc(Oc4cccnc4)cc3)CC2)c(C)c1C | -8 | 723 | 3% | 0.3%
CC(=O)c1cccc(Nc2nc(-c3ccccc3)nc3ccccc23)c1 | 4 | 799 | 2% | 1.1%

(cont.)
SMILES | Lipid droplet | Lipid droplet cells 6.5 µM | Siah-1 displacement | K1F lysis inhibition
O=C(O)[C@H](Cc1ccccc1)NC(=O)N1CCC(Cc2ccccc2)CC1 | 0 | 627 | 0% | 0.1%
COc1cccc(N2CCN(C(=O)c3ccc4nc[nH]c4c3)CC2)c1 | -3 | 666 | -13% | 0.1%
COC(=O)C1CCCCN1C(=O)c1ccc2oc(Cc3ccccc3)nc2c1 (stereo not given) | -21 | 706 | 3% | 1.1%[50 µM]
Cc1c(Cl)cccc1NC(=O)CSC(C)c1nc2ccccc2c(=O)[nH]1 (stereo not given) | -8 | 845 | 0% | 3.3%[50 µM]
COc1cccc(CN(C(=O)c2cc3ccccc3oc2=O)C2CCS(=O)(=O)C2)c1 (stereo not given) | 5 | 679 | -2% | -0.3%
COc1ccc(CCNC(=O)CCN2C(=O)[C@@H]3Cc4ccccc4CN3C2=O)cc1OC | 41 | 681 | 2% | 0.3%
COc1cccc(CN2CCN(C(=O)C3CCC(=O)N(C4CCCC4)C3)CC2)c1 (stereo not given) | -3 | 706 | 3% | 0.1%
Cc1cccc(NCc2ccc([N+](=O)[O-])s2)c1 | 0 | 876 | 3% | 0.1%
COc1ccc(S(=O)(=O)CCC(=O)N2CCN(c3cccc(Cl)c3)CC2)cc1 | -27 | 738 | 2% | -0.3%
COc1ccc(S(=O)(=O)NCC(=O)N(Cc2ccco2)C(C(=O)NC(C)(C)C)C(C)C)cc1 (stereo not given) | 0 | 782 | 5% | 0.0%
COc1ccc(NC(=O)CSc2nccn2Cc2ccco2)cc1OC | -13 | 678 | -2% | 0.9%[50 µM]
COc1ccc(CN2C(=O)c3cccnc3C2=O)cc1S(=O)(=O)N(C)c1ccc(C)cc1 | 0 | 699 | 2% | 0.2%
CCOc1ccc2nc(N(CCN(C)C)C(=O)c3ccc4ccccc4c3)sc2c1 | -3 | 624 | 5% | 0.3%
C=CCNC(=O)CSc1nc2ccccc2c(=O)n1CCc1ccc(OC)c(OC)c1 | -8 | 803 | -1% | -0.1%
CCCn1ncc(C(=O)NC2CCCN(Cc3ccc(Cl)cc3)C2)c1C (stereo not given) | -1 | 711 | 8% | 0.4%
Cc1csc(N/N=C/c2ccccc2F)n1 | 9 | 831 | 1% | -0.6%
COc1cccc(NC(=O)CNCc2ccccc2)c1 | 0 | 833 | 2% | -0.1%
CSc1cccc(NC(=O)c2ccc(NC3=NC4CS(=O)(=O)CC4S3)cc2)c1 (stereo not given) | -8 | 711 | -2% | -0.3%
N#CCOc1ccccc1P(=O)(c1ccccc1)c1ccccc1 | -18 | 393 | -1% | -1.4%[50 µM]
COc1ccc(C)cc1NC(=O)c1ccc2c(=O)n3c(nc2c1)CCCCC3 | 28 | 732 | 13% | 0.1%
CCc1nnc(SCC(=O)Nc2ccc3c(c2)OCO3)n1CC | 8 | 681 | 21% | 0.1%[50 µM]
O=C(NCc1ccccc1)C1CCCN1S(=O)(=O)c1ccc(F)cc1 (stereo not given) | -11 | 778 | -4% | 0.2%
O=C(O)c1ccc(CN(Cc2ccccc2)S(=O)(=O)c2ccc(Cl)cc2)cc1 | -18 | 808 | -2% | 0.0%
Cc1[nH]c(C)c(S(=O)(=O)Nc2cccc(Cl)c2C)c1C(=O)N1CCCCC1 | 1 | 737 | 2% | 0.1%
CC(NC(=O)c1ccccc1)c1nnc(SCC(=O)NC2CCCC2)n1C (stereo not given) | -5 | 830 | -2% | 0.1%
Cc1cccc(NC(=O)NNC(=O)COc2ccc3ccccc3c2)c1 | -15 | 691 | -1% | 0.0%
CCCN(CCC)Cc1c(C(=O)N/N=C/c2ccsc2)nnn1-c1nonc1N | -9 | 819 | -6% | 0.2%
COc1ccc(-c2nnc(N3CCOCC3)c3ccccc23)cc1 | 2 | 795 | -1% | -0.4%
CCC(C(=O)NCc1ccc(F)cc1)n1nc(C)n2c(cc3occc32)c1=O (stereo not given) | -12 | 669 | 5% | 0.2%
O=P(C(=NCCO)NO)(N1CCOCC1)N1CCOCC1 | -2 | 786 | 7% | 0.1%
CCCC1(c2ccccc2)NC(=O)N(C/C=C/Cl)C1=O (stereo not given) | -63 | 774 | -1% | -0.8%
COc1ccc(C2NC(=O)CCC2[N+](=O)[O-])cc1OC (stereo not given) | -2 | 833 | -10% | 0.0%
